# TAG inh: reduces triacylglycerol accumulation in H9c2 cells; Nile Red lipid (TAG) fluorescence; cells loaded with 200 µM oleic acid; inhibition, % at 12.5 µM; hit rate 0.66% among 230,000; AID 651582;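 active = pattern-corrected inhibition of lipid staining of at least 50% with the nuclear-stain viability signal not falling by more than 50%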;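 note: 0% = DMSO wells and 100% = triacsin C control wells; some results filed as inactive read as strong as hits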
# TAG inh DAPI viability: further read-out of TAG inh, marked with its call; DAPI nuclei signal change (viability), lower = more cytotoxic, %;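 whole-well DAPI fluorescence read on a plate reader as a viability signal; minus 50 percent equals half of cells still viable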
# Numbers without * were called inactive; & = joins results of further samples.
SMILES,TAG inh,TAG inh DAPI viability
CCc1noc(C)c1C(=O)N1CCCC(CCC(=O)NCc2ccc(F)c(F)c2)C1 (configuration not stated),-4,4
COC(=O)c1c(NC(=O)CN2CCN(c3ncccn3)CC2)sc(C(N)=O)c1C,-89,0
CCOC(=O)c1c(NC(=O)c2cc(C)oc2C)sc(C(=O)Nc2ccc(Cl)cc2)c1C,9,-12
Cc1c2n(c3ccccc13)CCN(C)C2,-5,3
COc1ccccc1CCNC(=O)c1ccc(NC(=O)CC2SC(N3CCCCC3)=NC2=O)cc1 (configuration not stated),-7,-1
Cc1cc(C(O)c2ncc(-c3ccc(Oc4ccccc4)cc3)[nH]2)ccc1F (configuration not stated),0,-10
COc1ccc(C2=NS(=O)(=O)N(C)C(C(=O)N3CCCCC3C)=C2)cc1 (configuration not stated),-11,8
CCc1cc2c(=O)n(CC(=O)NC3CCCCC3)cnc2s1,10,-3
COC(=O)[C@]1(Cc2ccccc2)N[C@H](CN(C)C(=O)Nc2ccc(F)cc2)[C@@H]2C(=O)N(Cc3ccccc3)C(=O)[C@@H]21,19,-13
CC(OC(=O)CCN=C1NS(=O)(=O)c2ccccc21)C(=O)Nc1ccc(F)cc1Cl (configuration not stated),10,-3
CCOC(=O)Cc1cc(=O)n2[nH]c(C)c(-c3ccc(OC)cc3)c2n1,-15,18
COc1ccc(NC(=O)CN(c2ccccc2)S(=O)(=O)N(C)C)cc1Cl,-3,-3
Cc1ccc(NC(=O)Cn2nnc(C(=O)Nc3ccc(C)c(C)c3)c2N)cc1,17,19
CCOC(=O)CSc1nnc(CNc2cccc(Cl)c2)n1-c1ccccc1,9,-6
CCOC(=O)C(C)Sc1nc2c(c(=O)[nH]c(=O)n2C)n1CCc1ccccc1 (configuration not stated),3,-1
Cc1cc(NC(=O)C(C)SCC(=O)N(C)CC(=O)Nc2ccc(Br)cc2C)no1 (configuration not stated),-15,0
COc1ccc(C(=O)N/C(=C\c2ccco2)C(=O)NC2CCS(=O)(=O)C2)cc1 (configuration not stated),-8,1
Cc1ccc(-n2[nH]c(C)c(/C=C3/C=Nc4ccccc43)c2=O)cc1C,6,-14
O=C(COC(=O)Cc1ccc(Cl)cc1Cl)NCc1ccco1,-10,7
c1ccc2sc(N3CN(CCN4CCOCC4)CN(c4nc5ccccc5s4)C3)nc2c1,-14,-3
CC(C)Cc1nc(SCC(=O)N2CC(C)OC(C)C2)c2c(=O)n(C)c(=O)n(C)c2n1 (configuration not stated),5,-6
O=C(COC(=O)/C=C/c1ccccc1)NCC1CCCO1 (configuration not stated),6,0
Cc1cccc(NC(=O)CSc2nc(=O)n(CCN3CCOCC3)c3c2CCCC3)c1C,3,-2
COCCN1C(=O)C(=O)/C(=C(/O)c2ccc(S(=O)(=O)N3CCOCC3)cc2)C1c1ccc(O)cc1 (configuration not stated),10,-10
CCCCCCSc1cccc(-c2nc3ccc(C)cn3c2NCc2ccccc2)c1,-24,95

# Reprinted from the part before: 3 entries, followed by the next part.
SMILES,TAG inh,TAG inh DAPI viability
Cc1cccc(NC(=O)CSc2nc(=O)n(CCN3CCOCC3)c3c2CCCC3)c1C,3,-2
COCCN1C(=O)C(=O)/C(=C(/O)c2ccc(S(=O)(=O)N3CCOCC3)cc2)C1c1ccc(O)cc1 (configuration not stated),10,-10
CCCCCCSc1cccc(-c2nc3ccc(C)cn3c2NCc2ccccc2)c1,-24,95
O=C(COc1ccc(Cl)cc1[N+](=O)[O-])N1CCCCCC1,-11,6
COCCNC(=O)CN(C(=O)Cn1nnc2ccccc21)c1ccc(F)c(Cl)c1,9,-7
C=CCn1c(=O)c(C(=O)Nc2ccccc2S(N)(=O)=O)c(O)c2ccccc21,-8,3
CNC(=O)Cn1c(C)cc(=O)c2cccc(C)c21,-3,1
O=C(c1ccoc1)N1CCN(c2cc(-c3ccccc3)nc3cc(-c4ccccc4)nn23)CC1,4,73
C/C(=N\Nc1ccc(C#N)cc1[N+](=O)[O-])c1ccc(O)cc1,-9,7
O=c1oc2ccccc2n1CSc1nc2ccccc2s1,-24,1
CCCCOc1ccc(C(=O)OC(C)CN(C)C)cc1 (configuration not stated),-3,-4
CCOC(=O)c1ccc(S(=O)(=O)N2CCN(CCc3ccncc3)CC2)cc1,-5,-7
CCC1CCC/C1=N\NC(=O)c1ccccc1C (configuration not stated),-4,9
CCOc1ccc(C(=O)N(Cc2ccccc2)c2cccc(C)c2)cc1OC,-5,-3
COc1ccc(CCNC(=O)c2ccc(N(C)S(=O)(=O)c3ccc(C)cc3)cc2)cc1,-12,4
Cc1cccc(NC(=O)c2cc3c(s2)-c2c(C)cccc2OC3)n1,-13,63
CCc1ccc2nc3sc(C(=O)O)cc3cc2c1,5,1
Cc1cccc(NC(NC(=O)c2cccnc2)C(Cl)(Cl)Cl)c1 (configuration not stated),5,-7
CCCn1c(-c2cccs2)nc2ccccc21,-6,5
COc1ccc(C2C3=C(CCCC3=O)Nc3n[nH]c(C)c32)cc1OC (configuration not stated),0,-2
COc1ccc(CN2C(=O)NC(C)(c3ccc(C)cc3)C2=O)cc1F (configuration not stated),-6,5
O=C(c1ccccc1Cl)N1CCn2c1nc1ccccc12,-7,4
CCOC(=O)C1CCCN(C(=O)c2ccc(CNS(=O)(=O)c3ccc(C)cc3)cc2)C1 (configuration not stated),3,3
COc1cc(OC)c(CN2CCc3c([nH]c4ccccc34)C2)cc1Br,-17,13
COc1ccc(-n2c3c(c(=O)[nH]c2=O)C(NS(=O)(=O)c2ccc(Cl)cc2)(C(F)(F)F)C(=O)N3)cc1 (configuration not stated),-14,4
CC1CCCC(C)N1/N=C/c1cc(Br)cc(Br)c1O (configuration not stated),6,-8
CN1/C(=C\C=C(C#N)C#N)C(C)(C)c2ccccc21,-354,-12
O=C(CC1C(=O)NCCN1Cc1c(F)cccc1Cl)NCCCn1cccn1 (configuration not stated),-2,-4
# Later entries
SMILES,TAG inh,TAG inh DAPI viability
COc1ccc(N2C(=O)C3CCCN3C2c2ccc(C)cc2)cc1 (configuration not stated),-16,3
O=c1c(-c2ccc(Cl)cc2)[n+]([O-])c2ccccc2n1O,-3,3
CC1(C(=O)NS(=O)(=O)c2ccccc2C(F)(F)F)CCN1C(=O)CC1CCCCC1 (configuration not stated),8,-3
CCOc1ccc(Nc2ccc(N3C(=O)CCC3=O)cc2[N+](=O)[O-])cc1,-9,10
Cc1cc(NC(=O)C2CCCCC2)n(-c2nc3ccccc3[nH]2)n1,50,-14
Cc1ccc2[nH]c(=O)c3cc(C(=O)N(C)c4ccc(C)c(C)c4)sc3c2c1,-1,-3
COc1ccc(CNC(=O)C(=O)NCCC2CCCCN2S(=O)(=O)c2cccs2)cc1 (configuration not stated),8,-7
C=CCn1c(Cc2cccs2)nnc1SCC(=O)Nc1ccc(C(=O)OCC)cc1,-1,5
COC(=O)c1ccccc1NC(=O)CSc1nc2cccnc2n1C,-4,13
CCOc1ccc2nc(SCC(=O)Nc3ccc4c(c3)OCCO4)[nH]c2c1,6,5
CCN(C[C@H]1N[C@@](Cc2ccccc2)(C(=O)OC)[C@H]2C(=O)N(Cc3ccccc3)C(=O)[C@@H]12)S(=O)(=O)c1ccc(C(F)(F)F)cc1,39,-11
CCCC(=O)Nc1ncnc2c1ncn2[C@@H]1O[C@@H]2COP(=O)(O)O[C@H]2[C@H]1OC(=O)CCC,-8&-2,9&1
Cn1c(CC(=O)NNC(=O)c2ccc(Cl)nc2)nc2ccccc21,-1,-5
C=C(C)CSc1cc(C)c(C#N)c2nc3ccccc3n12,8,8
N#Cc1cccc(NC(=O)COC(=O)c2cccc(N3C(=O)c4ccccc4C3=O)c2)c1,-11,14
Cc1ccccc1NC(=S)N(C)Cc1cccs1,-11,10
CC(C)(C)Cc1nnc(NC(=O)CN2C(=O)c3ccccc3C2=O)s1,0,-5
CCN(CC)CCn1c2c(c(SCC(=O)Nc3nc(C)cs3)nc1=O)CCC2,14,-1
CC(/C=N\NC(=O)c1ccc2c(c1)OCO2)c1ccccc1 (configuration not stated),3,0
CCCCN(CCCNC(=O)c1ccc2nc(N3CCOCC3)sc2c1)Cc1ccccc1,5,24
CN(c1ccc(-c2csc(NC(=O)CCCc3nc4ccccc4c(=O)[nH]3)n2)cc1)S(C)(=O)=O,-11,2
C#Cc1ccc([C@@H]2C=C(C(=O)O)O[C@H](OCC)[C@H]2CCCO)cc1,15,-13
CC(CN1C(C)CCCC1C)OC(=O)c1ccccc1Cl (configuration not stated),-14,4
CCCCN1C(=O)/C(=C2/Sc3ccccc3N2C)S/C1=N\c1ncn[nH]1,15,5
CCN(CC)c1ccc(S(=O)(=O)N2CCOCC2)cc1NC(=O)COC(=O)/C=C/c1ccc(C)o1,-11,-5
# (list continues)
SMILES,TAG inh,TAG inh DAPI viability
CC(C)CN(C(=O)/C=C/c1nc2ccccc2s1)C1CCS(=O)(=O)C1 (configuration not stated),7,-3
CN(C)Cc1c(O)ccc2ccccc12,-12,3
COC(=O)c1cc(C)nc(Nc2nc(C(N)Cc3ccc(F)cc3)cs2)n1 (configuration not stated),9,6
OCC[C@@H]1C[C@H](O)[C@@H](O)[C@]2(Cc3ccccc3CCO2)O1,6,-2
C=CCOc1c(Br)cc(CNn2c(C)n[nH]c2=S)cc1OC,7,-4
CCc1nc(NCCO)c(C#N)c2c1CSC(C)(C)C2,-3,0
Cc1csc2c(=O)sc(NC(=O)c3ccco3)nc12,1,0
CCO[C@H]1OC(C(=O)N2CCN(C)CC2)=C[C@@H](C2CC2)[C@@H]1CCCO,-2,-3
CC(C)(C)c1ccc(C(=O)Nc2c3c(nn2C(C)(C)C)CS(=O)(=O)C3)cc1,15,7
COc1ccc(NCN2C(=O)CCC2=O)cc1,-29,18
CN1CC(=O)N(CC(=O)Nc2ccc(N3CCOCC3)cc2)C1=O,3,-1
O=C1NC(=S)N/C1=C\C=C\c1ccccc1,3,7
CC1(C)CC(=O)C(CC2C(=O)CC(C)(C)CC2=O)C(=O)C1,-6,7
Cc1ccsc1-c1n[nH]c(=S)n1C1CCCCC1,-7,6
O=C(Nc1ccccc1)OCCN1CCOCC1,0,2

# Structures above with a thiophene ring, fused or not:
SMILES,TAG inh,TAG inh DAPI viability
COC(=O)c1c(NC(=O)CN2CCN(c3ncccn3)CC2)sc(C(N)=O)c1C,-89,0
CCOC(=O)c1c(NC(=O)c2cc(C)oc2C)sc(C(=O)Nc2ccc(Cl)cc2)c1C,9,-12
CCc1cc2c(=O)n(CC(=O)NC3CCCCC3)cnc2s1,10,-3
Cc1cccc(NC(=O)c2cc3c(s2)-c2c(C)cccc2OC3)n1,-13,63
CCc1ccc2nc3sc(C(=O)O)cc3cc2c1,5,1
CCCn1c(-c2cccs2)nc2ccccc21,-6,5
Cc1ccc2[nH]c(=O)c3cc(C(=O)N(C)c4ccc(C)c(C)c4)sc3c2c1,-1,-3
COc1ccc(CNC(=O)C(=O)NCCC2CCCCN2S(=O)(=O)c2cccs2)cc1 (configuration not stated),8,-7
C=CCn1c(Cc2cccs2)nnc1SCC(=O)Nc1ccc(C(=O)OCC)cc1,-1,5
Cc1ccccc1NC(=S)N(C)Cc1cccs1,-11,10
Cc1csc2c(=O)sc(NC(=O)c3ccco3)nc12,1,0
Cc1ccsc1-c1n[nH]c(=S)n1C1CCCCC1,-7,6

# Not all compounds are listed; rates above refer to the full screens.
